MgcRacGAP inhibition: MgcRacGAP GTPase-activating activity inhibitors, confirmation, biochemical, ADP Hunter fluorescence; actives 0.6% (n = 340,000); MgcRacGAP-stimulated Rac1 GTP hydrolysis, ADP Hunter fluorescence; higher % means a stronger effect; GST-tagged Rac1 F28L mutant substrate; Rac GTPase-activating protein 1 (Homo sapiens); one-dose inhibition, % at 30 µM; IC50 in µM for titrated hits; AID 624330, 2012;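 active means first-screen hits whose inhibition reached a set limit at any dose in the follow-up dose series; inconclusive means inhibition above the set first-screen limit but never retested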;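 further: fluorescence reports GDP produced by GAP-driven GTP hydrolysis; strong numbers were not always called active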
UTI89 phage lysis: inhibition of K1F phage lysis, E. coli UTI89, bacterial capsule biogenesis inhibitors, alamar blue (AID 488966); actives 0.02% (n = 340,000); E. coli UTI89 K1F phage lysis, alamar blue, 2 h; higher % means a stronger effect; inhibition, % at 100 µM; hits with a dose series show IC50 in µM;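 active means phage lysis inhibition, versus mean bacterial control, above a set limit; inconclusive means no clear call, values can overlap the other calls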;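 further: capsule biogenesis inhibitors block K1F phage lysis so surviving cells raise fluorescence; higher fluorescence means more inhibition of phage lysis; actives were called in the ten point dose series up to 300 µM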
AID2073: inhibitors of Mint1-CaV2.2 protein interaction, biochemical, HTRF (AID 2073); Voltage-dependent N-type calcium channel subunit alpha-1B (Homo sapiens); HTRF protein-protein interaction, Mint1-CaV2.2; higher % means a stronger effect; one-dose inhibition, % at 20 µM; IC50 in µM for titrated hits; actives 0.19% (n = 290,000); in the data active means inhibition mostly above about 51%, no sharp cut-off; inconclusive means no clear call, values can overlap the other calls; inactive means mostly below about 53%; further: some results filed as inactive read as strong as hits
NTR1 agonist: agonists of NTR1, primary screen, imaging, U2OS cells, beta-arrestin-GFP, high content (AID 493036); NTR1-U2OS beta-arrestin-GFP spot imaging, agonist mode; actives 0.17% (n = 330,000); Neurotensin receptor type 1 (Homo sapiens), P30989; activation, % at 20 µM;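 active means activation at or above 40% of the spot to cytoplasm intensity ratio, with at least 20 cells analyzed; inconclusive means wells under 20 cells, flagged as cytotoxic or low count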;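 further: 0% = DMSO without peptide and 100% = 100 nM NTR1 peptide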
Target sequence (P30989 whole entry, looked up): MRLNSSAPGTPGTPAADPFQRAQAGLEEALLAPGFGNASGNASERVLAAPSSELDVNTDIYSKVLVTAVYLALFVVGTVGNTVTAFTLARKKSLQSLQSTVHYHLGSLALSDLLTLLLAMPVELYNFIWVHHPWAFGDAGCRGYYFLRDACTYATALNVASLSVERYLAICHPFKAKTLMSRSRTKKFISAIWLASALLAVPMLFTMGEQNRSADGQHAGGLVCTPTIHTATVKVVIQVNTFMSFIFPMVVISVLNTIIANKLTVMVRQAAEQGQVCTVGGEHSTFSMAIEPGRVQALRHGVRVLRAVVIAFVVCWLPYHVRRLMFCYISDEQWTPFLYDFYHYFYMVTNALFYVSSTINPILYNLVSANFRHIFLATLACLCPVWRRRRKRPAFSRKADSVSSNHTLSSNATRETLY
SV40 large T antigen: SV40 large T antigen inhibitors, biochemical (AID 1903); SV40 large T antigen ATPase/helicase inhibition assay; higher % means a stronger effect; actives 0.39% (n = 310,000); inhibition, % at 20 µM, or IC50 in µM where a hit was titrated; in the data active means a potency from the dose series; inconclusive means inhibition mostly from about 32% at the one dose, without a potency; inactive means the rest, 99 in 100 with inhibition below about 32%; further: strong numbers were not always called active
RSV antiviral HEp-2: RSV antiviral activity via CPE protection, HEp-2 cells, primary 10 µM value included (AID 2391) | actives 0.13% (n = 310,000) | CPE inhibition, % at 10 µM; hits with a dose series show IC50 in µM | HEp-2 cells, RSV-induced CPE inhibition; higher % means a stronger effect; in the data active means a potency from the dose series; inconclusive means CPE inhibition mostly from about 23% at the one dose, without a potency; inactive means the rest, 99 in 100 with CPE inhibition below about 21%; further: strong numbers were not always called active
SIAH1 antagonists: Siah-1 peptide-binding antagonists, primary screen, biochemical, fluorescence polarization, rhodamine-plectin, uHTS (AID 1817) | E3 ubiquitin-protein ligase SIAH1 (Homo sapiens) | Siah-1 / rhodamine-plectin peptide fluorescence polarization; higher % means a stronger effect | one-dose displacement, % at 20 µM; IC50 in µM for titrated hits | actives 0.02% (n = 290,000);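 active means displacement of at least 50% at 20 µM, with a fluorescence ratio check between 0.3 and a set limit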;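 further: plate controls were Siah plus tracer with DMSO for no effect and tracer alone without Siah for full effect; strong numbers were not always called active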
West Nile antiviral: West Nile virus antiviral activity, cell-based, CPE readout (AID 1621); CPE inhibition, % at 10 µM, or IC50 in µM where a hit was titrated; West Nile virus-infected cells, CPE inhibition; higher % means a stronger effect; actives 0.02% (n = 290,000); in the data active means a potency from the dose series; inconclusive means CPE inhibition mostly from about 3.7% at the one dose, without a potency; inactive means the rest, 99 in 100 with CPE inhibition below about 2.2%; further: strong numbers were not always called active
Dengue-2 NS5 capping: Dengue-2 NS5 methyltransferase inhibitors, primary screen, biochemical, confirmation dose response (AID 588689); inhibition, % at 25 µM; hits with a dose series show IC50 in µM; actives 0.3% (n = 340,000); Genome polyprotein (Dengue virus type 2 (strain 16681-PDK53)); Dengue-2 NS5 methyltransferase capping enzyme assay, biochemical; higher % means a stronger effect; in the data active means a potency from the dose series; inconclusive means inhibition above about 29% without an active follow-up result
NTR1 agonist cell count 20 µM: recorded beside NTR1 agonist, whose call it bears; cell count; measured here: cell count, cytotoxicity flag
Dengue-2 NS5 capping pilot replicate: also measured in Dengue-2 NS5 capping; calls as there; inhibition, %; measured here: pilot screen replicate inhibition
* hit, by the source's call; ? = inconclusive; · = not tested or not shown; [ ] = dose if it differs, or a comment.

SMILES	MgcRacGAP inhibition	UTI89 phage lysis	AID2073	NTR1 agonist	NTR1 agonist cell count 20 µM	SV40 large T antigen	RSV antiviral HEp-2	SIAH1 antagonists	West Nile antiviral	Dengue-2 NS5 capping	others
O=C1CC(c2ccc3c(c2)OCO3)C2=C(CCCC2=O)N1 (stereo unspecified)	8%	3.7%[50 µM]	15%	-1.1	38	8%	0.3%	-4%	-0.3%	-2%
Cc1cc(S(=O)(=O)NCCCn2ccnc2)c(C)cc1Cl	10%	0.4%	3%	0.7	58	0%	-0.3%	10%	-1.4%	-3%
C/C(=N\NC(=O)C1(C)CC1(Br)Br)c1cccc(NC(=O)C(C)(C)C)c1 (stereo unspecified)	4%	-0.4%[50 µM]	6%	8.8	75	6%	8.5%	6%	-1.1%	-4%
CCOc1ccc(S(=O)(=O)Nc2cccc(C(=O)N3CCN(c4ccc(OC)cc4)CC3)c2)cc1	20%	3.5%	-2%	0.0	58	6%	8.8%	-1%	0.1%	-5%
O=C(O)c1nn(CCOc2cccc(Cl)c2)c(=O)c2ccccc12	8%	-0.1%	4%	3.1	62	8%	6.1%	-4%	0.2%	-7%
Cc1ccccc1N/N=C/c1sc(=O)n(Cc2cccc(C(=O)O)c2)c1Cl	16%	-1.0%[50 µM]	8%	4.6	38	48%	?	-1%	0.4%	20%
O=C(NC1CCCCC1)C(c1cccs1)N(C(=O)c1ccco1)c1ccc2c(c1)OCCO2 (stereo unspecified)	9%	-1.4%	-28%	-3.4	97	7%	4.3%	2%	-0.2%	0%
COc1ccc(S(=O)(=O)NCC(=O)N(CC(=O)NCC2CCCO2)c2ccccc2C)cc1 (stereo unspecified)	9%	0.3%	1%	0.6	46	14%	0.1%	2%	0.1%	-7%
CCCc1cc(N2CCN(C(=O)c3ccco3)CC2)n2c(nc3ccccc32)c1C#N	9%	-0.8%	53%	6.6	91	15%	14%	-4%	0.8%	15%
CCc1c(C)[nH]c2c(C)cccc2c1=O	3%	0.6%	-2%	-1.7	37	1%	3.0%	3%	-0.4%	-3%
N#Cc1ccccc1S(=O)(=O)N1CCN(c2ccc(S(=O)(=O)N3CCOCC3)cn2)CC1	1%	0.1%	7%	-0.2	79	-1%	2.4%	3%	-0.3%	-16%
CCOC(=O)Cn1cc(C(=O)C(=O)N2CCOCC2)c2ccccc21	7%	1.5%[50 µM]	-2%	-0.8	48	6%	0.8%	-1%	0.1%	-5%
Cc1ccc(C(=O)NCC(=O)OCC(=O)Nc2cccc(S(=O)(=O)N3CCCC3)c2)cc1C	-2%	-0.1%	4%	2.0	43	13%	0.7%	2%	0.3%	-15%
O=c1c(-n2cncn2)c[nH]n1-c1cccc(Cl)n1	1%	0.0%	-5%	2.7	35	4%	0.7%	0%	0.1%	7%
C=CCn1c(-c2ccc(OC)cc2)nc2ccccc21	14%	0.5%	7%	1.2	25	5%	0.3%	-3%	-0.1%	3%
CSc1ccc(/C=C/C(=O)c2c(O)cc(C)oc2=O)cc1	15%	1.1%	31%	-0.4	47	16%	14%	0%	0.2%	·
OCC1(Cc2ccccc2)CCN(Cc2cnc(-c3ccc(Cl)cc3)nc2)CC1	2%	-2.6%	-9%	5.8	90	24%	-1.2%	3%	-1.5%	-2%
CC(=O)Oc1oc(-c2ccccc2)nc1C=Nc1ccccc1	6%	1.8%	17%	0.4	43	2%	0.2%	4%	-0.2%	86µM*
CCNC(=O)C1Cc2cc(S(=O)(=O)N3CCCC3)ccc2N1C(C)=O (stereo unspecified)	13%	0.5%	3%	1.2	47	7%	-0.1%	-1%	0.3%	-4%
CNS(=O)(=O)c1ccc(NC(=O)C2c3ccccc3Oc3ccccc32)cc1	11%	1.4%[50 µM]	4%	-0.3	47	17%	1.6%	10%	-0.5%	-3%
CCOc1ccccc1NC(=O)CCCn1cc([N+](=O)[O-])cn1	7%	0.3%	0%	-0.1	60	4%	0.5%	2%	-0.2%	2%
COc1ccc(/C(N)=N/OC(=O)CN(C)S(=O)(=O)c2ccccc2)cc1	·	·	-10%	0.4	90	2%	·	1%	-1.4%	·
CCOC(=O)C(NC(=O)Nc1ccc(Cl)cn1)(Oc1ccc(F)cc1)C(F)(F)F (stereo unspecified)	4%	0.2%	-2%	0.6	34	9%	0.7%	0%	-0.3%	1%
CCc1nnc(NC(=O)CSc2nnc(-c3ccco3)o2)s1	10%	1.2%	-6%	1.0	50	14%	1.9%	0%	0.2%	-3%
CC1(C)CC(=O)C(C=Nc2ccc(N)cc2)=C(O)C1	47µM*	0.9%	-22%	-0.8	47	29%	-2.2%	0%	2.1%	2%

(continued)
SMILES	MgcRacGAP inhibition	UTI89 phage lysis	AID2073	NTR1 agonist	NTR1 agonist cell count 20 µM	SV40 large T antigen	RSV antiviral HEp-2	SIAH1 antagonists	West Nile antiviral	Dengue-2 NS5 capping	others
COc1ccc(/C=N/OCC(=O)Nc2cc(C)on2)cc1OC	7%	0.7%	8%	1.9	81	7%	0.8%	5%	-0.5%	-6%
CCN(CC(=O)NCc1ccc(F)cc1)C(=O)CN1CCN(c2cc(Cl)ccc2C)CC1	4%	-0.5%	-5%	1.1	51	8%	16%	3%	-1.3%	-12%
CC(=O)c1cccc(NC(=O)CCC2CCCC2)c1	-2%	1.9%	-5%	3.2	55	2%	1.8%	0%	-0.7%	-5%
CCC(=O)N1c2ccc(C)cc2C2=NNC(=S)NC21O (stereo unspecified)	12%	-1.3%	10%	0.9	58	2%	1.0%	1%	0.0%	4%
COc1ccc(/C=N/NC(=O)c2ccccc2O)cc1CSc1ccccn1	8%	0.2%	15%	9.8	46	12%	4.3%	6%	0.5%	-2%
FC(F)(F)c1cc(-c2ccc3c(c2)OCO3)nc(NCc2ccco2)n1	5%	0.3%	14%	3.3	75	-3%	0.7%	-2%	-0.3%	0%
O=C(COC(=O)c1ccccc1Nc1ccc(SC(F)F)cc1)NCc1ccco1	5%	0.8%	32%	-0.2	44	8%	18%	-4%	0.0%	6%
Cc1ccc(S(=O)(=O)NCCSc2nnnn2C)cc1	3%	-0.4%	-2%	-1.6	77	-3%	1.2%	6%	0.6%	7%	Dengue-2 NS5 capping pilot replicate=0.6
O=C(NCc1cccc(CNC(=O)C(=O)NCc2ccco2)c1)C(=O)NCc1ccco1	2%	0.1%	42%	1.9	74	2%	1.6%	29%	-0.8%	-8%
O=C(CSc1nnc2ccccn12)NNC(=O)c1ccc(Br)cc1	9%	0.5%	12%	0.3	47	4%	-0.9%	-2%	0.0%	-10%
N/C(=N\OC(=O)N1c2ccccc2Sc2ccccc21)c1ccccc1	71%	-1.1%	-11%	0.4	84	19%	10.0%	5%	-1.2%	2%
O=C(CSc1ncnc2c(-c3ccc(Cl)cc3)nsc12)c1ccccc1	0%	3.7%	22%	1.0	53	16%	0.5%	6%	-0.3%	-3%
O=C(COc1ccccc1Br)N1CCNC1=O	1%	0.2%[50 µM]	·	1.7	67	·	0.2%	·	·	0%
COc1ccc(OC)c(S(=O)(=O)Nc2ccc(C(N)=O)cc2)c1	1%	0.2%	4%	1.3	45	2%	-0.6%	4%	0.0%	0%
COc1cc2cnc(-c3ccsc3)c(-c3ccc(F)cc3)c2cc1OC	5%	0.0%	·	8.7	57	·	17%	·	·	-2%
COc1ccc(-c2cccc(NC(=O)COc3ccc(Cl)cc3)c2)nn1	2%	0.3%	-1%	1.4	62	19%	18%	3%	1.7%	-6%
CC1CCCN(C(=O)c2ccc(-c3ccccc3Cl)o2)C1 (stereo unspecified)	4%	-0.8%[50 µM]	·	1.7	44	6%	2.6%	·	·	3%
c1ccc(COc2cccc(CNn3cnnc3)c2)cc1	7%	0.6%	-3%	-0.2	54	9%	1.8%	0%	-0.3%	-6%
O=[N+]([O-])c1ccc2c(c1)oc1ccccc12	-1%	0.0%	14%	-1.2	67	6%	8.7%	-1%	0.2%	6%
CCS(=O)(=O)N1CCC(C(=O)Oc2ccccc2Cl)CC1	11%	1.7%	5%	-1.5	72	18%	0.1%	-1%	0.1%	7%
O=S(=O)(c1ccc2c(c1)nc1n2CCC1)N1CCOCC1	8%	-0.2%	2%	2.7	68	4%	1.6%	8%	0.0%	-1%
Cc1ccc(NC(=O)c2ccccc2NC(=O)CCC(=O)O)cc1	0%	1.4%	-1%	-0.7	36	5%	0.5%	-5%	0.0%	4%
Cc1ccccc1NC(=S)N1CCC(C(=O)c2ccc(F)cc2)CC1	8%	-1.0%	11%	-0.8	63	0%	4.2%	0%	-0.7%	-3%
COc1ccc(N(CC(=O)NC2CCCCC2)C(=O)CCCC(=O)Nc2ccccn2)c(OC)c1	15%	1.0%	-5%	-1.2	44	1%	1.9%	0%	-0.3%	-7%
Cc1cc(NC(=O)CSc2ncc(C(F)(F)F)cc2Cl)no1	-2%	-0.8%	·	0.2	65	·	·	·	·	2%

Continuation:
SMILES	MgcRacGAP inhibition	UTI89 phage lysis	AID2073	NTR1 agonist	NTR1 agonist cell count 20 µM	SV40 large T antigen	RSV antiviral HEp-2	SIAH1 antagonists	West Nile antiviral	Dengue-2 NS5 capping	others
CCc1nnc(NC(=O)C2CC(=O)N(CCc3ccccc3)C2)s1 (stereo unspecified)	1%	1.5%	-5%	9.0	82	7%	0.5%	1%	?	2%
C(=N\C(/N=C/c1ccco1)c1ccco1)/c1ccco1	-1%	-0.6%	7%	0.6	65	16%	2.5%	-8%	-0.1%	-1%
Cc1ccc(C(=O)Nc2ccc(NC(=O)c3cccs3)cc2)c(C)c1	6%	0.3%	12%	-2.1	55	0%	1.1%	-1%	-0.2%	-14%
CCCn1c(=O)[nH]c(=O)c2c1nc(-c1cccs1)n2CCOC	-2%	0.0%	23%	0.7	63	5%	-1.3%	-1%	-0.1%	2%
CC1CCN(S(=O)(=O)c2ccc(S(=O)(=O)NCC(=O)C(C)(C)C)cc2)CC1	2%	0.3%	-8%	0.6	47	-3%	1.9%	8%	-0.6%	-5%
O=c1[nH]c2cc3c(cc2cc1CN(CCO)S(=O)(=O)c1ccccc1Cl)OCCO3	4%	0.2%	-7%	-0.7	62	4%	0.0%	7%	-0.1%	-2%
O=C(O)c1cccnc1C(=O)O	1%	6.5%	·	-0.2	87	8%	1.9%	·	·	0%
CCC(CC)=C(C#N)C(=O)NC1CCCCC1	-3%	4.3%	2%	3.8	62	6%	2.4%	-2%	0.0%	-8%
CCc1ccc(N2C(=O)c3sc4nnc(-c5ccccc5)c(=O)n4c3C2=O)cc1	11%	0.5%	3%	11	47	0%	2.4%	2%	0.2%	49µM*
